Apoferritin bind: binds horse apoferritin like a general anesthetic; AID 485281; 0.074% of 350,000 active; Potency, µM (highest dose often 77.5 µM), without a hit: top-dose activity change, negative = displacement, actives largely listed as inhibitors; apoferritin/1-aminoanthracene competitive binding, fluorescence; note: potency is the fitted concentration of half-maximal effect; % is set by controls: 0 for no effect and ±100 for the full control effect; nearly all actives have a fitted effect of over 20% in size
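Apoferritin-based anesthetic binding model; compound displacement of fluorescent 1-AMA measured as endpoint fluorescence after 10 minutes at room temperature, scaled to free-ligand and complex controls.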
POLH inh: inhibitors of human DNA polymerase eta; Q9Y253; recombinant Pol eta, fluorescent DNA replication assay; Potency, µM (top dose mostly 114 µM), for inactives: at the top dose activity change, negative = inhibition, usual class: inhibitors; 1.2% of 390,000 active; note: potency is the fitted concentration of half-maximal effect; % is set by controls: 0 for no effect and ±100 for the full control effect
Target sequence (Q9Y253 whole entry, looked up): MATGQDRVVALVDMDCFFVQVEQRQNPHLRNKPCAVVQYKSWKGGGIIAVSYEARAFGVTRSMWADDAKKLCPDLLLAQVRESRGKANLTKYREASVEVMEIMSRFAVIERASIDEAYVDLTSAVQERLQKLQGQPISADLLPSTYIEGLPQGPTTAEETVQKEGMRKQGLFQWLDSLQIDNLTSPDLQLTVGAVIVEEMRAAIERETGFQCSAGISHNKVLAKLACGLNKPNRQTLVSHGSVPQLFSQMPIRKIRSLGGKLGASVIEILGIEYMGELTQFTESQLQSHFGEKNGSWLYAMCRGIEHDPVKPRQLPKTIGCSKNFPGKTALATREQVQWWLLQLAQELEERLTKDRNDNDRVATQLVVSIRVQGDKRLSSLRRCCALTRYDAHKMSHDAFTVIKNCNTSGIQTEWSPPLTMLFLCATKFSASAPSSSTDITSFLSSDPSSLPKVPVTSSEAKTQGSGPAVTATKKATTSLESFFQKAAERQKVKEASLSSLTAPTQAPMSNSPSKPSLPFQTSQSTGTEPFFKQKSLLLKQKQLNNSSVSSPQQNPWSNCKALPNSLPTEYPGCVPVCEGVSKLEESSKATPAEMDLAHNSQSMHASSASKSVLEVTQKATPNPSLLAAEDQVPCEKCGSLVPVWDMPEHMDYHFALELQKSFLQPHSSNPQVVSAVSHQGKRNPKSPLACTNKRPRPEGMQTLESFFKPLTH
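Pol eta at 10 nM preincubated with compounds 15 min at room temperature; reaction started with fluorescent substrate (50 nM final) and read kinetically at 0 and 10 min.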
APEX1 inh: blocks human APE1 abasic DNA cleavage. P27695. recombinant APE1, TAMRA/BHQ-2 abasic DNA cleavage fluorescence. Potency, µM (top dose mostly 65.8 µM), inactives show top-dose activity change, negative = inhibition, usual class: inhibitors. 0.35% of 350,000 active;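 note: potency is the fitted concentration of half-maximal effect; plate controls were vehicle for no effect and reference inhibitor for full effect; nearly all actives have a fitted effect of over 55% in size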
Target sequence (P27695 whole entry, looked up): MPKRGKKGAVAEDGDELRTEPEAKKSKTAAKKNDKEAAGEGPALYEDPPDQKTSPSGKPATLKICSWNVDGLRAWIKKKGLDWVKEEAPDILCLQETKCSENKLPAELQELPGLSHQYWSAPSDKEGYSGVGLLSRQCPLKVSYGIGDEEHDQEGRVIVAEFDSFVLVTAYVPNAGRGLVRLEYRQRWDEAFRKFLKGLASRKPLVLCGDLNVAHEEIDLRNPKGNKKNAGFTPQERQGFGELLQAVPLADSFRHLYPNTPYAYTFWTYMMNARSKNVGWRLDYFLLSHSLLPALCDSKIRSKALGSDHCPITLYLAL
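Substrate: short duplex with […] THF abasic site, 5'-TAMRA and 3'-BHQ-2, 50 nM final. APE1 at 0.75 nM, preincubated 15 min RT with compound. Fluorescence increase from first to third read measured activity.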
POLK inh: DNA polymerase kappa (human) inhibition; Potency, µM (series often up to 107 µM), for the others: at the top dose activity, negative = inhibition, most hits filed as inhibitors; AID 588579; 0.53% of 400,000 active; purified Pol kappa, fluorescent DNA synthesis assay, 10 min; Q9UBT6; note: potency is the fitted concentration of half-maximal effect; % is set by controls: 0 for no effect and ±100 for the full control effect
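First, compounds were pin-transferred onto 10 nM Pol kappa. After 15 min at room temperature, substrate was added to 50 nM final. Fluorescence was then measured kinetically at 0 and 10 min.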
Glioma ERSR ind: inducers of ER stress response in human glioma cells. U87-MG GRP78 promoter luciferase reporter, 16 h. Potency, µM, for inactives: at the highest dose activation, hits mostly activators. 0.02% of 420,000 active. AID 602332; note: potency is the fitted concentration of half-maximal effect; series mostly up to about 76 µM; % of control where 0% means no effect; nearly all actives have a fitted effect of over 35% in size
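ERSR induction read as luciferase luminescence (Bright-Glo, 10 min at room temperature) in stably transfected human U87-MG glioma cells exposed to compounds for 16 h, using GRP78 as sensor.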
Pol iota inh: DNA polymerase iota (human) inhibition; Potency, µM (doses to about 115 µM), for inactives: top-dose activity, negative = inhibition, most hits filed as inhibitors; Q9UNA4; Pol iota fluorescent replication assay, 10 min; 1% of 390,000 active; note: potency is the fitted concentration of half-maximal effect
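Pol iota at 10 nM preincubated 15 min with compounds at room temperature; reaction started with fluorescent substrate, 50 nM final. Fluorescence read kinetically at 0 and 10 min; buffer-only wells as negative control.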
Pol beta inh: DNA polymerase beta (human) inhibition; P06746; Pol beta primer extension/strand displacement, fluorescence kinetic; Potency, µM (highest dose often 114 µM), inactives show at the highest dose activity change, negative = inhibition, usual class: inhibitors; 1.3% of 340,000 active; AID 485314; note: potency is the fitted concentration of half-maximal effect; % is set by controls: 0 for no effect and ±100 for the full control effect
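Kinetic readout of DNA synthesis with strand displacement by Pol beta. Compound and 10 nM enzyme sit 15 min at room temperature; 50 nM substrate starts the reaction, read immediately and at 10 min.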
BLM inh: Bloom syndrome helicase (human) inhibition | P54132 | recombinant BLM DNA unwinding, fluorescence dequenching | Potency, µM (highest dose often 56.1 µM), inactives show top-dose activity change, negative = inhibition, actives largely listed as inhibitors | 0.2% of 350,000 active;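 note: potency is the fitted concentration of half-maximal effect; plate controls were vehicle for no effect and no enzyme for full effect; nearly all actives have a fitted effect of over 35% in size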
LDHA inh: LDHA (human) enzyme inhibition | purified LDHA, NADH/diaphorase-resazurin fluorescence; hits give low values | 0.15% of 480,000 active | activity change, % (values are at about 110 or 230 µM) | P00338 | AID 1347041; in the data active = activity change below about -30%; inconclusive = mostly about -25% to -30%;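 note: plate controls were DMSO wells for no effect and wells without enzyme for full effect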
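Remaining NADH was detected by diaphorase (0.133 mg/mL) converting 37 µM resazurin to fluorescent resorufin, read at 0 and 20 minutes. The preceding 5-minute room-temperature reaction used 2 nM LDHA, 0.2 mM sodium pyruvate and 0.06 mM NADH at pH 7.4.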
The depositor's hits bear a star; u = inconclusive; x = not tested or not shown; & = joins results of further samples; [ ] = remark or other dose. Unless noted, calls come from the whole dose curve; as a rule, active = well fitted curve in the direction sought with a large enough effect; inconclusive = small, poorly fitted or top-dose-only effect, or another doubt; inactive = no such curve, though single readings can be large; an effect the other way counts as inactive or inconclusive.

Apoferritin bind	POLH inh	APEX1 inh	Molecule	POLK inh	Glioma ERSR ind	Pol iota inh	Pol beta inh	BLM inh	LDHA inh
47%[activator]	-16%	12%	CCOc1ccc2nc3sc(C(=O)N4CCOCC4)c(N)c3cc2c1	-22%	-11%	203%[activator]	23%	-10%	6
1%	-11%	3%	C=CCc1ccc(OCCOCCOc2cccc3cccnc23)c(OC)c1	-6%	-7%	9%	-6%	-4%	-2
-21%	-11%	x	COc1ccc(CNC(=O)CN2C(=O)CSc3ccc(S(=O)(=O)N(C)C)cc32)cc1	u	-1%	18%	0%	2%	3
8%	-4%	14%	Cc1ccc(NC(=S)NCc2ccc3c(c2)OCO3)cc1	-11%	-3%	111%[activator]	3%	4%	-4
-9%	-7%	21%	Cc1ccc(NC(=O)c2cccc(C(=O)Nc3ccc(C)c(C)c3)n2)cc1C	-19%	-2%	23%	11%	-6%	-10
-3%	-7%	-4%	COc1cc2c(cc1OC)CN(C(=O)C1CCC(=O)N(CCCN3CCOCC3)C1)CC2 (configuration not stated)	-10%	-2%	8%	32%	-4%	-1
-8%	-25%	5%	COc1ccc(N2CCN(C(=O)Cc3ccc(Cl)cc3)CC2)cc1	-6%	-1%	17%	-11%	-3%	3
u	-16%	-2%	CCC1COCCS(=O)(=O)N1Cc1cccc(Cl)c1 (configuration not stated)	4%&-7%	-4%&-3%	40%&36%	1%	0%	1
2%	1%	0%	COc1ccc(-c2csc(-n3ncc(C(=O)O)c3C(F)(F)F)n2)cc1	-2%	5%	-11%	9%	0%	-12
-7%	2%	-1%	COc1ccccc1NC(=O)N1CCn2c(nc3ccccc32)C1	-6%	-2%	1%	5%	-1%	-3
7%	-1%	11%	O=C(CSCc1c(Cl)cccc1Cl)Nc1ccccc1C(=O)N1CCOCC1	-5%	-3%	0%	17%	0%	-6
x	u	x	COCCCn1c(=N)c(C(N)=S)cc2c(=O)n3cccc(C)c3nc21	-11%	0%	-10%	x	x	-2
4%	-8%	-4%	Cc1ccc(S(=O)(=O)N2CCN(c3ccc(S(=O)(=O)N4CCOCC4)cn3)CC2)cc1	-14%	-2%	2%	-4%	-3%	-2
-13%	-10%	-2%	COc1ncccc1C(=O)N1CCCC(C(=O)c2cccc(OC(C)C)c2)C1 (configuration not stated)	1%	0%	144%[activator]	-28%	-2%	-2
-13%	-8%	-10%	Oc1oc(-c2ccccc2)nc1/C=N/c1ccccn1	-3%	-9%	51%[activator]	-4%	-4%	-2
-9%	7%	6%	Cc1nn(CC(=O)N2CCN(c3ccccc3)CC2)c(C)c1[N+](=O)[O-]	-10%	-2%	6%	27%	-3%	-1
-20%	-20%	1%	CC(C)n1cc(CN2CCCC(CO)(Cc3cccc(Cl)c3)C2)cn1 (configuration not stated)	3%	-5%	78%[activator]	3%	-6%	-3
-8%	11%	6%	COc1ccc(C(=O)Nc2ccc(NC(=O)c3ccccc3F)cn2)cc1	-14%	-3%	12%	3%	-8%	-10
-14%	-18%	-1%	Cn1c(=O)c2c(nc(OCc3ccc4c(c3)OCO4)n2Cc2ccccc2Cl)n(C)c1=O	-12%	2%	5%	28%	2%	1
-12%	-7%	52%[activator]	CCOC(=O)c1cnc2ccc(C)cc2c1N(C)Cc1ccccc1	-11%	1%	u	-1%	-9%	5
-10%	3%	1%	Cc1ccc(N2CC(C(=O)NCc3cccs3)CC2=O)cc1 (configuration not stated)	-18%	4%	-2%	-10%	1%	-2
-1%	-8%	5%	Cc1nn(C)c(C(=O)NNC(=S)NCc2ccccc2)c1Cl	-9%	10%	2%	-16%	0%	-3
-19%	-15%	-1%	CCN(CC)C(=O)CCCc1c[nH]c2ccccc12	5%	1%	51%[activator]	-18%	1%	12
-18%	2%	25%	CCOC(=O)c1ccc(NC(=O)c2ccc3c(c2)C(=O)N(Cc2cccnc2)C3=O)cc1	1%	-1%	4%	-13%	-11%	-6
6%	-1%	5%	COc1ccc(-n2nc3cc(C)c(NC(=S)NC(=O)c4ccccc4C)cc3n2)cc1	-15%	6%	47%[activator]	27%	-3%	0
-5%	-14%	7%	CCn1c(SCC(=O)n2nc(C)cc2C)nnc1-c1ccc2c(c1)OCO2	-1%	-5%	-11%	8%	3%	-5
-11%	-7%	33%	O=C(C1CCC(=O)N(C2CCCC2)C1)N1CCC(Oc2cccc(F)c2)CC1 (configuration not stated)	-7%	11%	45%[activator]	5%	1%	-4
2%	4%	4%	OCC(CO)(CO)N=Cc1cc(Br)ccc1O	-14%	-4%	-1%	0%	-2%	6
x	x	-5%	O=c1c(-c2ccc(F)cc2)nc2cncnc2n1Cc1ccc(F)cc1	0%[60.1 µM]	-6%	x	x	-6%	x
-6%	12%	-4%	CCOc1ncccc1C(=O)OCC(=O)Nc1c(C)cc(C)cc1C	-24%	-6%	14%	2%	0%	-9
-6%	-13%	13%	COc1ccc(OCCn2c(C)c(/C=N/n3cnnc3)c3ccccc32)cc1	-3%	1%	-11%	33%	-5%	-7
-8%	-11%	-3%	COc1ccc(S(=O)(=O)N2CCC(C(=O)NCCC(=O)NCc3cccc(OC)c3)CC2)cc1	1%	1%	43%[activator]	-4%	0%	-4
-18%	-7%	-4%	CC1CCCC(NC(=O)CN(C)S(=O)(=O)c2cccc3cccnc23)C1C (configuration not stated)	13%	-5%	-22%	3%	2%	4
5%	-12%	x	CC(=O)N1CCN(c2csc3ccc(F)cc3c2=O)CC1	-17%[60.1 µM]	0%	20%	5%	-6%	1
10%&-9%	u	23%	CCCCn1c(NCc2ccc(N(C)C)cc2)nc2ccccc21	-19%&-31%	-2%&-2%	-14%&38%	-21%&6%	3%&-2%	-3&7
5%	-4%	85%[activator]	Cc1cc(NC(=O)CSc2nc3c(C)cccc3cc2C)no1	-5%	-1%	47%[activator]	6%	-6%	-9
9%	-4%	2%	CC(C)OC(=O)CSc1nnc(Cc2ccccc2)n1C	-21%	-2%	-12%	4%	0%	3
-3%	-6%	6%	CCCc1ccc(S(=O)(=O)N2CCN(Cc3ccco3)CC2)cc1	-13%	-3%	27%	16%	-5%	-4
45%[activator]	-26%	2%	COc1ccc(OC)c(NC(=O)CN(Cc2ccc(F)cc2)C2CCCCC2)c1	-4%	-5%	-2%	31%	-11%	4
170%[activator]	-7%	x	COc1ccc(CCNC(=O)c2cc(Nc3ccccc3)nc3ccccc23)cc1OC	-16%[60.1 µM]	0%	79µM*	4%	-7%	-1
-11%	4%	3%	N=c1c2c3c(sc2ncn1CCN1CCOCC1)CCCCC3	-25%	-2%	u	6%	3%	2
-14%	3%	-1%	C=CCn1c(CCC)nc2ccccc21	-23%	-1%	156%[activator]	0%	3%	-2
-3%	-6%	49%	Cc1cccn2c(=O)c3cc(C(=O)NC4CCCCC4C)n(C)c3nc12 (configuration not stated)	1%	-2%	-4%	3%	1%	0
-6%	-16%	x	COc1cccc(C(=O)Nc2c3c(nn2-c2ccc(C)cc2C)CS(=O)(=O)C3)c1OC	0%[60.1 µM]	-3%	7%	6%	-2%	5
55%[activator]	4%	-6%	Nc1c(S(=O)(=O)c2cccs2)c2nc3ccccc3nc2n1CC1CCCO1 (configuration not stated)	-13%	-5%	-9%[58.9 µM]	-17%	-6%	-1
-3%	-16%	u	COc1ccc2c(c1)C(=O)c1ccccc1CO2	-12%	-4%	19%	0%	-22%	2
-14%	u	-1%	Cc1ccc(OCc2nnc(NC(=O)c3ccco3)s2)cc1	-10%	-1%	-10%	-4%	-4%	-4
44%[activator]	-20%	x	CCc1c(C)sc2c1CCN(C(=O)Nc1ccccc1Cl)C2c1ccc(OC)cc1 (configuration not stated)	-4%[60.1 µM]	0%	11%	-27%	-7%	-5
-21%	-10%	1%	NC(=O)Nc1ccccc1C(=O)Nc1ccc2ccccc2c1	u	2%	25%	1%	-3%	4
-10%	-6%	-2%	CCn1c(=O)cc(SCC(=O)Nc2ccc(C)cn2)c2ccccc21	10%	-7%	-9%	5%	-5%	-3
u	-13%	-2%	CCOc1ccc(-c2nc(CSc3nnc(C)s3)cs2)cc1OC	-5%	3%	12%	0%	0%	-3
-10%	-12%	-1%	CCOC(=O)c1ccc(NC(=O)NCc2ccccc2OC)cc1	-11%	2%	45%[activator]	27%	-12%	-1
x	-1%	-22%	Cc1noc(NS(=O)(=O)c2ccc(NC(=O)/C=C/c3ccccc3)cc2)c1C	-28%	-3%	13%	x	x	-8
-12%	0%	0%	CCOc1cc(C(=O)N2CCN(c3ccccc3)CC2)cc(OCC)c1OCC	-23%	0%	0%	-2%	-4%	-2
2%	-20%	x	Cc1ncc(CO)c2c1Oc1nc(-c3ccccc3Cl)nc(SCc3ccccc3F)c1C2	0%	-2%	8%	-2%	-6%	-3
x	-8%	-10%	Cc1cccc(CSc2ccc(S(=O)(=O)N3CCCC3)cn2)c1	-9%	1%	-10%	x	x	-18
-1%	-23%	x	COc1cc(OC)c(NC(=O)c2cc(C)nc3c2c(C)nn3-c2ccc(C)cc2)cc1Cl	-3%	3%	21%	4%	4%	-12
-6%	-21%	6%	Nc1nnc(-c2ccccc2[N+](=O)[O-])o1	2%	-2%	166%[activator]	28%	-5%	-2
-16%	-19%	x	CSc1cccc(NC(=O)C2CCN(S(=O)(=O)c3ccc4[nH]c(=O)ccc4c3)CC2)c1	-7%[60.1 µM]	-1%	16%	10%	-1%	-8
-3%	-2%	79%[activator]	O=C(CCCNS(=O)(=O)c1ccc(F)cc1)Nc1ccc(F)cc1	-7%	-3%	17%	1%	-6%	3
-13%	-9%	21%	Cc1cccc(/C(N)=N/OC(=O)CCCc2ccccc2)c1	-6%	-2%	43%[activator]	11%	-3%	-2

2 records drawn at random from the list so far:
Apoferritin bind	POLH inh	APEX1 inh	Molecule	POLK inh	Glioma ERSR ind	Pol iota inh	Pol beta inh	BLM inh	LDHA inh
-10%	-12%	-1%	CCOC(=O)c1ccc(NC(=O)NCc2ccccc2OC)cc1	-11%	2%	45%[activator]	27%	-12%	-1
-13%	-9%	21%	Cc1cccc(/C(N)=N/OC(=O)CCCc2ccccc2)c1	-6%	-2%	43%[activator]	11%	-3%	-2

Assay outcomes (PubChem BioAssay)

Not all compounds are listed; count on the stated rates, not on these rows.
